Compound activity deposited in PubChem by Sanford-Burnham Center for Chemical Genomics.
SENP1 inh = inhibitors of human SENP1 SUMO protease catalytic domain | Q9P0U3 | recombinant SENP1 catalytic domain, CyPet-SUMO1-YPet FRET cleavage | inhibition, % at 10 µM | actives 0.21% (n = 360,000) | AID 624204;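 active = inhibition at least 30% at 10 µM, raw YFP signal under a set limit, fluorescence ratio 0.5 to 1.5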;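 also: 0% = enzyme with DMSO and 100% = no enzyme wells; some results filed as inactive read as strong as hits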
Target sequence (Q9P0U3 419-644 limits assumed): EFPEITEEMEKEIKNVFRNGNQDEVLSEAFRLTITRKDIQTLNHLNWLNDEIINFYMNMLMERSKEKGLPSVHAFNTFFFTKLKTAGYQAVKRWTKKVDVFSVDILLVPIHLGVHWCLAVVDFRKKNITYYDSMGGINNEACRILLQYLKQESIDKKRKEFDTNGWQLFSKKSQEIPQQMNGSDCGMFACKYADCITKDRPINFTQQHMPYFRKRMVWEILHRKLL
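Material – human SENP1 catalytic domain · Input – SENP1 enzyme, 20 pM final · Compound dosing – single concentration of 10 µM compound, 0.5% DMSO final · Timing – enzyme reaction for 50 min at room temperature, dark · Measured by – FRET fluorescence in CFP and YFP emission channels · Control set – no-enzyme wells low, DMSO-plus-enzyme wells high control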
beta cell repl = induces beta-cell replication in MIN6 cells | MIN6 cells proliferation, ATPlite luminescence, 48 h; cells starved in 0.2% serum; 100% = growth in 10% serum | proliferation, % at 10 µM | actives 0.29% (n = 330,000) | AID 2380;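 active = compounds whose signal lies at least 3.5 SD above the mean of all wells on their plate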;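 also: 0% = DMSO-treated cells in low-serum medium and 100% = 10% serum control; some compounds called inactive have numbers as strong as hits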
UBC13 inh = human UBC13 polyubiquitination inhibition; P61088; actives 0.47% (n = 330,000); UBC13 polyubiquitin chain formation, TR-FRET; inhibition, % at 20 µM; in the data active = inhibition above about 45%, passing the limit was not always enough
Target sequence (P61088 whole entry, looked up): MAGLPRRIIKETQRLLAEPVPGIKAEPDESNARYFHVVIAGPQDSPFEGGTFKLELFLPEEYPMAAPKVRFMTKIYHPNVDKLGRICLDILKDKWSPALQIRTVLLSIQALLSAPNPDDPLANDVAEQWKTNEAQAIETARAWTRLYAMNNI
SENP8 block-1 = SENP8 (human) protease inhibition; Q96LD8; recombinant SENP8, Nedd8 substrate fluorescence; actives 0.64% (n = 360,000); inhibition, % at 20 µM; AID 602440; in the data active = inhibition mostly above about 40%, no sharp cut-off; inactive = mostly below about 27%
Target sequence (Q96LD8 whole entry, looked up): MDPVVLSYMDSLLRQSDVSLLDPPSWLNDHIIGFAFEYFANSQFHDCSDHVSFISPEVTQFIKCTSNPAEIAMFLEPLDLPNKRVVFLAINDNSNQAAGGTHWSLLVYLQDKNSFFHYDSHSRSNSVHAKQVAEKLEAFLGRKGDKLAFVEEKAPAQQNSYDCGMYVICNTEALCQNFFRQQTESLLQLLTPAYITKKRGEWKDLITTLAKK
PfG6PD inh = PfG6PD (Plasmodium falciparum) enzyme inhibition; PfGluPho enzyme, NADPH resazurin-diaphorase fluorescence; inhibition, % at 20 µM; actives 0.78% (n = 350,000);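 active = inhibition reaching at least a set limit at 20 µM in the primary screen, cut at about 59% in these data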;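 also: 0% = DMSO wells with substrate and 100% = DMSO wells lacking glucose-6-phosphate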
HKDC1 inhibitor = HKDC1 (human) hexokinase inhibition; AID 493160; recombinant HKDC1, G6PDH/diaphorase resazurin coupled fluorescence; inhibition, % at 20 µM; Q2TB90; actives 0.16% (n = 340,000);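 active = inhibition above about 35% when tested at 20 µM, limit read from the data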;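 also: plate controls were DMSO wells with enzyme for no effect and DMSO wells lacking enzyme for full effect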
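Material: recombinant HKDC1 hexokinase; Amount: HKDC1 at 5 µg/mL; Medium: Tris pH 8.0 buffer with MgCl2, Tween-20, BSA, BME; Schedule: 90 min reaction incubation at room temperature, dark; Technique: coupled resazurin fluorescence, excitation 525 nm, emission 613 nm.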
SENP8 block-2 = inhibitors of human SENP8 protease | Q96LD8 | purified SENP8, Z-RLRGG-aminoluciferin cleavage, luminescence | inhibition, % at 10 µM | actives 1.2% (n = 330,000) | AID 2540; in the data active = inhibition above about 50%
SENP7 block = blocks the human protease SENP7 | actives 1.5% (n = 330,000) | Q9BQF6 | recombinant SENP7, Z-RLRGG-aminoluciferin luminescence, 40 min | inhibition, % at 5 µM | AID 434973;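 active = inhibition above about 50% at the single test dose, limit read from the data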;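 also: plate controls were DMSO with enzyme for no effect and no enzyme buffer wells for full effect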
Target sequence (Q9BQF6 706-1050 limits assumed): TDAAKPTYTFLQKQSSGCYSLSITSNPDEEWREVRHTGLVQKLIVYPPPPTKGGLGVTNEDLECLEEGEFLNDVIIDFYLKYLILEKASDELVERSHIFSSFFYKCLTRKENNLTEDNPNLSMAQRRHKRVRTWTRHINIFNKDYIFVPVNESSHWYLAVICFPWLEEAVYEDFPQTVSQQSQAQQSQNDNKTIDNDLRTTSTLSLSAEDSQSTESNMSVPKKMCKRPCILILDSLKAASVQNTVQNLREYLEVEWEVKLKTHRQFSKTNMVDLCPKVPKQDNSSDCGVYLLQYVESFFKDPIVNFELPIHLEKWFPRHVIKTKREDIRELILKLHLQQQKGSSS
SENP6 block = blocks the human protease SENP6. Q9GZR1. Recombinant SENP6 catalytic domain, aminoluciferin luminescence. inhibition, % at 10 µM. actives 1.8% (n = 330,000). AID 2599;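 active = inhibition above about 50% at the single tested dose, limit read from the data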;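 also: plate controls were DMSO wells with enzyme for no effect and DMSO wells lacking enzyme for full effect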
Active calls of the source: *; / = not tested or not shown; & = joins results of further samples.

SMILES	SENP1 inh	beta cell repl	UBC13 inh	SENP8 block-1	PfG6PD inh	HKDC1 inhibitor	SENP8 block-2	SENP7 block	SENP6 block
COCCn1c(SCC(=O)NC2CCCC2)nnc1-c1ccco1	2	-4	3	10	2	-3	2	8	-10
CSCCC(NC(=O)/C(=C\c1ccc(Cl)cc1)NC(=O)c1ccccc1)C(=O)O (stereo not drawn)	1	-2	2	1	-8	4	3	1	-6
O=C(c1ccc(S(=O)(=O)N2CCOCC2)cc1)N(c1ccccc1)C1C=CS(=O)(=O)C1 (stereo not drawn)	2	-1	1	6	-18	-7	5	0	6
CC(=O)N(Cc1ccc(F)cc1)Cc1nc2ccccc2c(=O)[nH]1	-1	-1	3	11	-7	15	3	-7	3
O=C(Nc1cccc(S(=O)(=O)N2CCCCC2)c1)C1CCC1	2	-1	-6	10	-6	2	-4	4	9
CS(=O)(=O)N1N=C(c2cccs2)CC1c1ccccc1F (stereo not drawn)	1	-1	3	-2	10	0	2	6	4
CCCCn1nc2cc(C(=O)NCc3ccco3)ccc2c1OCC	-2	5	14	-478	-3	2	-13	-2	0
CC1(C)Cc2c(sc3c2c(=N)n(Cc2ccco2)c(=O)n3CC(=O)Nc2cccc(Cl)c2)CO1	-9	-4	-3	-131	2	13	2	5	-3
O=C(COc1ccc(F)cc1F)Nc1cccnc1	2	1	1	2	10	-1	-10	-9	-11
CCn1ccc(C(=O)NCCCN2CCCC2=O)n1	0	0	-2	0	17	-3	1	4	0
CCOc1ccc(S(=O)(=O)NCCCN2CCCC2=O)cc1	0	1	6	6	-15	-12	1	3	7
COc1ccc(C(=O)NCCc2ccccc2)cc1OC	3	0	-1	7	-16	-2	-4	-4	-12
CCOC(=O)c1c(C)n(C)c2cc(-c3cccc(C(F)(F)F)c3)c(O)cc12	-2	-1	-7	-253	0	-3	3	-5	13
O=C(NC1CCC(C(=O)O)CC1)OCc1ccccc1 (stereo not drawn)	1&3&0	-4&4	2&0	14&8&18	-9&-9&-23	-10&-11	1&3	5&3	-10&-5
COc1ccc(-c2ccc3c(c2)C2CC3CCN2C(=O)C2CCCCC2)cc1 (stereo not drawn)	1	/	/	1	5	-1	/	/	/
CCC(C)Cn1c(C(C)C)nc2ccccc21 (stereo not drawn)	2	2	4	5	9	-13	-2	4	19
O=C(NC1CC1)c1cccc(NC(=O)C2CCCCC2)c1	2	/	/	3	5	-1	/	/	/
Cc1ccc(-c2nnc(SCC(=O)N/N=C/c3ccccc3C(=O)O)n2C2CCCCC2)cc1	3	1	5	18	-25	9	3	-2	15
CCOC(=O)c1cn[nH]c1NC(=S)Nc1ccc(OC)cc1	1	-4	-4	15	19	-2	-3	-19	-7
C=CCn1c(SCC(=O)Nc2ccccc2)nnc1-c1cccc(S(=O)(=O)N2CCOCC2)c1	0	-1	6	2	-5	-7	-3	-2	-5
O=C(CSc1ccc2nnc(-c3ccccn3)n2n1)Nc1ccc(F)cc1F	0	-1	-15	-418	-4	-6	-4	-9	10
O=C(CN1CC(=O)Oc2ccccc21)OCC(=O)c1ccc(F)cc1	4	-3	-7	17	-21	4	3	3	6
Cn1c(SCC(=O)Nc2cccnc2)nnc1-c1ccccc1F	-3	-2	-1	2	-20	-8	-5	-9	3
O=C(Nc1cnn(Cc2ccc(F)cc2)c1)c1cc(-c2cccs2)on1	1	-3	16	6	-3	-10	10	3	-13
COCCCNC(=O)Cn1cnc2c(NCc3ccccc3)ncnc21	-2	/	/	-9	4	12	/	0	/

Given as labelled records: entries from further up.
CC1(C)Cc2c(sc3c2c(=N)n(Cc2ccco2)c(=O)n3CC(=O)Nc2cccc(Cl)c2)CO1
  SENP1 inh: -9; beta cell repl: -4; UBC13 inh: -3; SENP8 block-1: -131; PfG6PD inh: 2; HKDC1 inhibitor: 13; SENP8 block-2: 2; SENP7 block: 5; SENP6 block: -3
O=C(COc1ccc(F)cc1F)Nc1cccnc1
  SENP1 inh: 2; beta cell repl: 1; UBC13 inh: 1; SENP8 block-1: 2; PfG6PD inh: 10; HKDC1 inhibitor: -1; SENP8 block-2: -10; SENP7 block: -9; SENP6 block: -11

Remaining list, next part.
SMILES	SENP1 inh	beta cell repl	UBC13 inh	SENP8 block-1	PfG6PD inh	HKDC1 inhibitor	SENP8 block-2	SENP7 block	SENP6 block
O=[N+]([O-])c1cccc(-n2nncc2-c2ccccc2)c1	-1	-1	-8	10	-10	4	3	-2	12
COc1ccc(Br)cc1S(=O)(=O)n1ccnc1C	3	-2	6	13	-10	-2	-4	4	9
CCOc1c2ccc(C(=O)NCc3ccc4c(c3)OCO4)cc2nn1C	-2	3	18	-488	-1	-7	3	5	-5
Cc1n[nH]c(C)c1S(=O)(=O)N1CCCC(C(=O)NC2CCCc3ccccc32)C1 (stereo not drawn)	-2	0	0	-1	-9	2	7	7	-12
CCC(NC(=S)NCc1ccccc1)C(=O)O (stereo not drawn)	2	-1	6	48*	-11	-7	-1	0	1
Nc1cn(C2OC(CO)C(O)C2O)c(=O)[nH]c1=O (stereo not drawn)	-13	-1	-6	8	1	-8	-5	-3	1
O=C(NCc1ccncc1)Nc1cccc([N+](=O)[O-])c1	1	-1	1	23	-8	-4	7	14	14
CCN(CC)C(=O)Cn1cnc2sc(C(=O)Nc3cc(OC)c(OC)c(OC)c3)c(C)c2c1=O	-1	-1	4	16	16	-8	0	3	-4
CCOc1cccc(NC(=O)c2cccc(F)c2)c1	1	-4	-1	9	15	-6	-9	-5	-1
COC(=O)c1sc(NC(=O)c2ccc([N+](=O)[O-])o2)c(C#N)c1C	-2	-6	-51	42*	2	2	-1	11	3
Cc1cc2occ(CC(=O)N(CC(C)C)c3c(N)n(Cc4ccccc4)c(=O)[nH]c3=O)c2cc1C	-1	-1	-3	2	9	0	-11	1	-7
CCc1nnc(NS(=O)(=O)c2ccc(NCc3cc(Cl)cc(Cl)c3O)cc2)s1	-1	-5	-5	-6	-20	6	-9	-4	-7
CC(C)C(=O)NC(=S)Nc1ccc(S(=O)(=O)NC2CCCCC2)cc1	1	-2	-6	20	11	3	-14	-12	0
COC(=O)c1cccc(Cn2nc(C)c([N+](=O)[O-])c2C)c1	-2	-3	4	8	8	4	-8	-2	-1
Cc1cccc(N(C)S(=O)(=O)c2ccc3[nH]c(=O)c(=O)[nH]c3c2)c1	1	1	6	-84	-5	13	-1	-8	-11
COc1cccc(Oc2coc3cc(OC(=O)N4CCOCC4)ccc3c2=O)c1	-1	1	4	5	10	-3	-6	-2	2
COc1cc(NS(=O)(=O)c2ccc(NC(=O)C34CC5CC(CC(C5)C3)C4)cc2)ncn1	3	-1	-8	34	-11	-7	4	-2	1
OCCN1CCN(C2Cc3cc(Cl)ccc3Sc3ccc(Cl)cc32)CC1 (stereo not drawn) (tested in a mixture with another compound)	3	-5	34	18	1	8	-7	-2	-20
O=C(CSc1nc(-c2ccccc2)c(-c2ccccc2)o1)NCCCO	2	0	1	-167	8	2	-2	-15	-14
CCCN1CNC(=S)N(c2cc(C)ccc2C)C1	2	-3	0	10	4	8	5	11	4
Cc1ccc(CNC(=O)COC(=O)COc2ccc(C#N)cc2)cc1	4	-3	-5	7	6	-4	2	3	2
CCCN(c1ccccc1C(=O)O)S(=O)(=O)c1ccc2c(c1)n(C)c(=O)n2C	2	-3	1	6	14	-6	6	13	0
CC1CCCCC1NC(=S)NC(=O)c1ccccc1Br (stereo not drawn)	0	-3	-2	17	7	-5	17	-3	14
CC(C)OP(=O)(c1ccccc1)c1ccccc1	-1	3	10	18	-9	-9	0	9	-19
Cc1ccccc1NC(=O)C1CCN(S(=O)(=O)c2ccc3c(c2)NC(=O)C(C)S3)CC1 (stereo not drawn)	6	-4	2	1	-1	-1	-2	0	-2

Continued.
SMILES	SENP1 inh	beta cell repl	UBC13 inh	SENP8 block-1	PfG6PD inh	HKDC1 inhibitor	SENP8 block-2	SENP7 block	SENP6 block
COC(=O)C(=O)C1CCc2c(Cl)cc(OC)c(OC)c2C1=O (stereo not drawn)	-2	/	/	-27	-6	12	/	/	/
CCOc1ccc(C(=O)Nc2ccc(S(=O)(=O)N3C[C@@H]4C[C@@H](C3)c3cccc(=O)n3C4)cc2)cc1	1	2	7	21	6	-1	19	6	-2
Fc1cnc(N2CCc3ccccc32)nc1N1CCc2ccccc21	-3	-4	12	-316	-8	-7	4	11	0
Cc1ccccc1C(=O)NCCCNC(=O)c1ccccn1	-1	-4	-1	3	8	-5	2	9	4
C=CCOc1ccccc1CN1CCC(n2nccc2NC(=O)C2CC2)CC1	-2	-3	-16	6	-13	-3	-9	-8	-3
CCOc1ccccc1N1CCN(CC(=O)Nc2ccccc2C(=O)NC2CC2)CC1	1	4	0	7	-5	-4	-5	4	-8
CC(C)OCCCNC(=O)CN1C(=O)COc2ccc(S(=O)(=O)N3CCCCCC3)cc21	0	-1	2	6	-7	-5	4	-3	-1
CC(C)CCSc1nc2c(c(=O)[nH]c(=O)n2C)n1CCc1ccccc1	2	4	-3	11	10	-6	-3	9	-14
C[C@]12C=CC(=O)C=C1CC[C@@H]1C2=CC[C@]2(C)[C@@H](C(=O)CN3CCN(c4cc(N5CCCC5)nc(N5CCCC5)n4)CC3)CC[C@@H]12	-67	-7	-22	22	2	14	76*	31	64*
CCOC(=O)c1sc(N(Cc2ccccc2)C(=O)COC(=O)c2ccccc2O)nc1C	2	0	25	8	6	-2	-8	-2	10
Oc1c(Cl)cc(Cl)cc1CNc1ccc(Br)cn1	1	-7	-2	36	-18	4	-3	13	-3
CCOC(=O)N1CCN(C(=O)c2c[nH]c3ccc(S(=O)(=O)N(C)c4cccc(C)c4)cc3c2=O)CC1	-2	-3	-10	-278	-1	-1	-7	16	-38
CCOC(=O)c1sc(=S)n(-c2cccc(C(F)(F)F)c2)c1SC	3	-4	-4	37	3	-1	-18	-4	-23
C/C(=N\N1CCN(C2c3ccccc3-c3ccccc32)CC1)c1ccco1	3	0	5	7	3	-6	-4	6	7
CCOc1ccc2nc(N/C(N)=N/C(=S)Nc3ccc(C)c(C)c3)nc(C)c2c1	-9	-2	-11	-207	-16	15	3	9	5
COc1ccc(CC2C(=O)NC(C)C(=O)N(C)C3Cc4ccc(cc4)Oc4cc(ccc4O)CC(C(=O)NC(C)C(=O)NC(C)C(=O)N2C)N(C)C3=O)cc1 (stereo not drawn)	-2	/	/	-6	13	-6	/	/	/
C=CCc1cccc(C=Nc2ccc(Br)cc2)c1O	0	-2	2	7	7	-5	12	3	-5
COc1ccc(/C=N/NC(=O)c2ccc(CSc3nc(C)cc(C)n3)cc2)cc1O	1	-3	-9	-110	34	5	-5	9	-5
CC(C)N1C(=O)/C(=C/c2nc3ccccc3c(=O)n2-c2ccccc2)c2ccccc21	-4	-7	3	23	42	17	1	2	-18
C=CCOc1ccc(CNC(C)(C)CO)cc1OCC	0	-2	7	14	-23	-9	2	-2	-13
CCOC(=O)N1CCN(C(=O)C2CCN(S(=O)(=O)c3ccc(Cl)cc3)CC2)CC1	-1	0	-4	1	-13	-2	2	11	-9
Cc1ccc(S(=O)(=O)N2CCN(C(=O)COC(=O)Cc3ccc(Cl)cc3)CC2)c(C)c1	0	3	15	2	15	1	8	0	-11
COc1ccccc1CNC(=O)CCCNC(=O)Cn1cnc2sc(C)c(C)c2c1=O	2	5	2	10	-2	-1	-7	9	5

Rows were taken by chance; about 4% have a hit in one of these screens.
